From PubChem BioAssay
S1P3 antagonist: antagonists of human S1P3 receptor; Q99500; inhibition, % at 4.98 µM; CHO S1P3 NFAT-BLA reporter, FRET fluorescence, antagonist mode; actives 0.27% (n = 170,000);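 active = inhibition above the plate cutoff, the mean inhibition of test wells on that plate plus 3 SD, cut at about 28% in these data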;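 note: cells challenged with S1P at its EC80 of 0.8 µM; blue over green emission ratio from cleaved BLA substrate after 4 h stimulation; 0% = S1P-stimulated wells and 100% = unstimulated DMSO-only wells; some compounds past the cut are filed as inactive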
Diaph act CS: activates diaphorase or chemically reduces, flagging diaphorase assay artifacts; Diaphorase/resazurin coupled assay, resorufin fluorescence, 16 min; stronger effect = higher value; 1 = vehicle wells, 0 = NADH-free wells; activation factor at 20 µM; actives 0.005% (n = 190,000);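 active = diaphorase activity raised at least twofold by the compound at 20 µM; inactive = activation factor below 2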
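Assay system: bacterial diaphorase enzyme (C. kluyveri) / Input: enzyme 0.07 U/mL final / Medium: 50 mM HEPES pH 7.4 with 4.542 mM MgCl2, 0.005% Tween 20 / Doses: single compound dose of 20 µM, 1% DMSO final / Incubation: 16 min enzyme reaction, ambient temperature / Signal: fluorescence, excitation 544 nm and emission 590 nm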
PPARg SRC3 recr: promotes SRC-3 coactivator recruitment by human PPARgamma; P37231; biochemical PPARgamma/SRC-3 coactivator recruitment assay; activation, % at 8 µM; actives 0.26% (n = 200,000); AID 731; in the data active = activation above about 23%;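 note: 0% = DMSO and 100% = reference agonist; some compounds past the cut are filed as inactive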
Target sequence (P37231 whole entry, looked up): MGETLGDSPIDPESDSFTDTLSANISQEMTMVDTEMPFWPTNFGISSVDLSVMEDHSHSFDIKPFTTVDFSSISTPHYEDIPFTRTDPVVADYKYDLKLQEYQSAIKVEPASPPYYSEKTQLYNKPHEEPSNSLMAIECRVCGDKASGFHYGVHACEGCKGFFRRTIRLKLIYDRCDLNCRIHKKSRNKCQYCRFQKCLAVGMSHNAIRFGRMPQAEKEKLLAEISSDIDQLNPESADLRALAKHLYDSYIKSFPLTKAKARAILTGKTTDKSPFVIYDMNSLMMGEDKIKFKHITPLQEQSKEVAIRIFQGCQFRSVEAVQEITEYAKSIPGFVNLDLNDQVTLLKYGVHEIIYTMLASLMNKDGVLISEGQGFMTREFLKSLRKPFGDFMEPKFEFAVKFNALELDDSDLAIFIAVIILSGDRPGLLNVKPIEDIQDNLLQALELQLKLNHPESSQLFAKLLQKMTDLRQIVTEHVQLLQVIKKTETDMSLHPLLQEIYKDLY
PPARg SRC-1 ag: promotes SRC-1 coactivator recruitment by human PPARgamma. PPARgamma-SRC-1 coactivator recruitment biochemical assay. activation, % at 8 µM. actives 0.41% (n = 200,000). AID 631; in the data active = activation above about 19%;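 note: 0% = DMSO and 100% = reference agonist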
Diaphorase inh: counter-screen for diaphorase-based assays: diaphorase inhibitors and chemical oxidizers; diaphorase resazurin-to-resorufin fluorescence, NADH, 16 min; bacterial (C. kluyveri) enzyme, not human; inhibition, % at 20 µM; actives 0.69% (n = 190,000);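 active = primary screen inhibition at 20 µM above a set limit, cut at about 50% in these data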;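 note: plate controls were DMSO with full reaction for no effect and wells lacking NADH for full effect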
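Assay system: diaphorase enzyme from Clostridium kluyveri; Input: enzyme working solution with 0.14 U/mL diaphorase; Timing: 16 min at room temperature; Technique: resorufin fluorescence, excitation 544 nm, emission 590 nm; Benchmarks: positive control minus NADH, DMSO neutral control.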
ROMK mod: modulates human ROMK potassium channel activity; B-score at 10 µM; Tet-inducible ROMK, thallium flux fluorescence; actives lie on both sides; P48048; actives 2% (n = 130,000);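 active = signal ratio slope over the read window, or its plate-corrected B-score, at least 3 SD from the plate mean, either direction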;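 note: B-score of the F/F0 ratio slope over 7 to 12 s after thallium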
Target sequence (P48048 whole entry, looked up): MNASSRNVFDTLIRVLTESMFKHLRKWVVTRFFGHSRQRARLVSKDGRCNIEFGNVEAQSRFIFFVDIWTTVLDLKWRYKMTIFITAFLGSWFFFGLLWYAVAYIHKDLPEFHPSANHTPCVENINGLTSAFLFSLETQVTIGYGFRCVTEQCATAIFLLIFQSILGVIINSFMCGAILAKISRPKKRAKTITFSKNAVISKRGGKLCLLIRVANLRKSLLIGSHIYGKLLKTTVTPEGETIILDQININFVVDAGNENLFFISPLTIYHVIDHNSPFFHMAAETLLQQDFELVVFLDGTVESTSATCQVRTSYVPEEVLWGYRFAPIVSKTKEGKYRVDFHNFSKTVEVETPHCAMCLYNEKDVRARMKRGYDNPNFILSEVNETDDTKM
G6PDH CS: inhibits Leuconostoc G6PDH, flagging false hits in G6PDH-based assays; Purified L. mesenteroides G6PDH, diaphorase/resazurin coupled fluorescence, 45 min; inhibition, % at 5 µM; actives 0.12% (n = 200,000); in the data active = inhibition above about 50%
PMI act hi M6P: activators of human phosphomannose isomerase at near-saturating mannose 6-phosphate; P34949; coupled PMI enzyme assay, resazurin fluorescence, 20 min; stronger effect = higher value; 1 = untreated enzyme, 0 = substrate-free blank; activation factor at 20 µM; actives 0.34% (n = 190,000); AID 1216;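 active = activation factor of 2 or more at 20 µM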
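assay system = human phosphomannose isomerase with PGI, G6PDH, diaphorase coupling enzymes | quantity = 15 ng/mL PMI | incubation = enzyme reaction with compound 20 min at room temperature | medium = HEPES pH 7.4 buffer with MgCl2 and Tween-20 | compound dosing = one concentration, 20 µM, in 1% DMSO | measured by = Diaphorase-driven resazurin-to-resorufin fluorescence, excitation 544, emission 590 nm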
PMI act: phosphomannose isomerase (human) activation; P34949; purified human PMI, coupled resazurin fluorescence, 20 min; stronger effect = higher value; 1 = vehicle control, 0 substrate-free wells; activation factor at 20 µM; actives 0.005% (n = 190,000);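 active = activation factor of 2 or more at 20 µM, relative to plate controls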
TR-FRET SRC-2 ct: TR-FRET artefact, counter-screen to PPARgamma/SRC-2 agonist assay | AID 1049 | TR-FRET ratio at 8 µM | actives 0.4% (n = 200,000) | stronger effect = higher value; in the data active = TR-FRET ratio above about 2000; note: inactives centre near 1500
PPARg SRC-2 ag: PPARgamma-driven SRC-2 recruitment agonism. actives 0.34% (n = 200,000). activation, % at 8 µM. PPARgamma LBD-SRC-2 recruitment, biochemical. P37231; in the data active = activation above about 22%;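 note: 0% = vehicle and 100% = reference agonist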
* = called active by the depositor; x = no result given. Rows are unselected, and some 3.3% of all compounds hit somewhere here.

SMILES	S1P3 antagonist	Diaph act CS	PPARg SRC3 recr	PPARg SRC-1 ag	Diaphorase inh	ROMK mod	G6PDH CS	PMI act hi M6P	PMI act	TR-FRET SRC-2 ct	PPARg SRC-2 ag
CC(C)NC(=O)c1onc(CSc2ccccc2F)c1C(=O)O	x	1	2	3	2	x	4	1.1	1	1433	5
CC(C)(C)C(=O)c1cnc(Nc2ccccc2Cl)s1	x	0.9	9	1	8	5.4*	3	0.9	1	1751	1
COc1ccc2ccc3c(c2c1)N=C[C@]1(O3)N(C)c2ccccc2C1(C)C	x	0.6	21	10	36	x	20	0.5	0.9	1518	6
Cc1ccc(S(=O)(=O)NC(=O)c2ccc(-c3ccc(C)c4ccccc34)o2)cc1	-22	0.7	1	4	28	1.6	15	0.7	1	1344	1
COc1ccc(-c2nc3ccccc3c(=O)n2CCOc2ccccc2C)cc1	2	0.9	4	3	9	0.14	5	1	1	1818	8
Cc1[nH]nc(SCC(=O)Nc2ccc(C#N)cc2)c1[N+](=O)[O-]	-8	0.9	9	8	14	x	-4	1.3	1.1	1674	11
CC(=O)c1ccc(S(=O)(=O)Nc2cc3c(cc2C(C)=O)OCO3)cc1	-23	0.8	-6	-7	25	0.055	4	0.9	0.9	1380	-3
O=C(c1cccc(F)c1)N1CCN(c2cccc(Cl)c2)CC1	11	0.9	5	4	10	x	-3	1	0.9	1540	3
CC(=O)c1c(O)c2ccccc2n(C)c1=O	6	0.8	1	9	22	-0.21	6	0.9	0.9	1534	5
O=C(O)CC1S/C(=N/N=C/c2ccc(-c3ccccc3[N+](=O)[O-])o2)NC1=O (centres undefined)	x	0.5	-1	7	52*	0.81	12	0.5	0.3	1552	0
CCOc1ccc(CN(C)C(=O)c2cccnc2SC)cc1OC	-1	0.9	1	1	11	0.0036	5	0.9	0.9	1510	1
CN(C)S(=O)(=O)c1ccc(S(=O)(=O)N(Cc2ccco2)Cc2ccccc2Cl)cc1	51	0.9	14	1	8	0.085	-25	1	0.9	1647	6
CSc1nc(-c2ccco2)cc(C(F)(F)F)c1C#N	x	0.9	3	2	6	-0.052	0	1.1	1	1346	3
O=C(N/N=C/c1ccco1)C1CC1	-9	0.9	2	2	6	x	16	1	1	1526	5
CC1=Nc2ccc(C)cc2/C1=C/c1c(N)n2c(S(=O)(=O)C(C)C)nsc2nc1=O	-6	0.8	8	3	25	-1.5	9	1	1.1	1853	12
Cc1cc(C(=O)COC(=O)CNC(=O)c2ccco2)c(C)n1Cc1ccco1	-21	1	11	9	-4	x	10	1	1	1576	11
C/C(=N/NC(=O)c1sc(NS(=O)(=O)c2ccccc2)nc1C)c1ccccc1	-6	0.8	3	1	15	x	-3	1.1	1.1	1459	0
CC(NC(=O)OC(C)(C)C)C(=O)Oc1ccc2ccc(=O)oc2c1 (centres undefined)	x	0.8	-3	9	18	-0.94	2	0.9	0.9	1607	9
CCCOc1ccc(C(CC(=O)O)NC(=O)c2sc3ccccc3c2Cl)cc1 (centres undefined)	3	1	4	8	-2	-0.72	22	1.1	1.3	1742	9
Nc1ccc2c(c1)OC1(CCCCC1)O2	-7	0.5	-2	-11	48	-0.25	25	0.5	0.4	1487	-2
CC(C)CC1(C)NC(=O)N(CC(=O)Nc2ccc3c(c2)CCC3)C1=O (centres undefined)	1	1	-2	6	3	-0.79	3	1.1	1	1545	3
COCCn1c(SCC(=O)N2CC(=O)Nc3ccccc32)nc2ccccc21	-9	0.9	2	0	10	x	-4	1	1	1590	8
CC1(C)C(=O)C2(CCCCC2)C(=O)OC1c1ccc(O)cc1 (centres undefined)	-3	0.8	8	7	16	-0.055	3	0.9	0.9	1673	7
Cc1ccc(CNC(=O)c2ccc(Cl)cc2[N+](=O)[O-])cc1	x	0.9	-6	-7	13	x	5	0.8	1	1474	-5
CCOC(=O)c1sc(Nc2ccc(C)cc2C)nc1C	x	0.8	10	1	22	x	0	0.9	0.8	1550	12
COC(=O)c1sc(=S)n(-c2cc(F)ccc2F)c1N	x	0.9	5	1	12	0.46	-2	0.8	0.4	1616	-1
COc1ccc(-c2noc(Cc3ccc(Cl)cc3)n2)cc1OC	x	0.8	4	-6	22	x	-10	0.8	0.8	1472	1
Cc1cccn2cc(CSc3nnc(Nc4ccc(C(C)C)cc4)s3)nc12	-7	0.7	-4	-3	28	x	-29	0.8	0.9	1454	-9
Cc1cccc(NC(=O)C2(c3ccccc3)CC2(Cl)Cl)c1 (centres undefined)	x	1	5	6	4	0.47	11	0.9	0.9	1601	1
COc1ccc(-c2cc(-c3ccc(Br)cc3)nc3ncnn23)cc1OC	x	1	19	13	4	x	0	1	1	2400*	18
CCOc1ccc(N2C(=O)CN(CC(=O)OC)C2=S)cc1	-5	x	6	-1	x	0.55	6	x	x	1626	7
O=C(Nc1c2n(c(=S)n(-c3ccccc3)c1=O)CCCCC2)c1ccccc1	1	1.2	-1	6	-22	-0.27	13	1.1	1.1	1371	-7
CN1CCC(Oc2ccccc2Sc2ccc(C(F)(F)F)cc2)CC1	1	1	4	6	-2	x	1	1.1	1.1	1608	1
Cc1ccc(S(=O)(=O)/N=C(/NC(=S)Nc2cccc(C)c2)c2ccccc2)cc1	x	0.9	2	2	10	-0.019	12	0.9	0.9	1630	11
Cn1nc(C(=O)NCc2ccccc2)c2ccccc2c1=O	-10	0.9	-8	17	8	x	5	0.9	0.8	1787	4
CCOc1ccc(Nc2nc(Cc3nnc(SCC(=O)NCc4ccco4)n3CC)cs2)cc1	-20	0.8	0	-1	20	x	-1	0.9	0.8	1735	5
O=C1c2ccccc2CCC1C(O)c1ccccn1 (centres undefined)	x	1	3	-2	0	0.21	3	1.1	1	1433	3
COc1ccc(C/C(C)=N/NC(=S)Nc2ccc(C)c(C)c2)cc1	5	0.9	2	4	8	x	-16	0.9	0.9	1384	-5
CC(=O)N/C(=C\c1ccc(F)cc1)C(=O)OC(C)C	-4	1	5	12	2	x	2	1	0.9	1553	-3
O=C(/C=C1\NC2(CCCC2)Cc2ccccc21)C(=O)N/N=C/c1ccccc1O	11	0.8	1	4	17	x	1	1.2	1.1	1564	6
CCOC(=O)CN1N=C(/C=C/c2ccc(C(C)C)cc2)CCC1=O	6	0.8	6	7	16	x	-2	0.9	0.9	1576	3
Fc1ccc(COc2cccc(-c3n[nH]c(=S)o3)c2)cc1	-5	1	29*	62*	-2	x	11	1.2	1.1	2886*	45*
Cc1cnc(SCc2cnc(C)nc2N)nc1	-10	1	-3	-4	3	0.097	8	1.1	0.9	1449	5
CCN(Cc1ccncc1)Cc1nc(CC2CC2)no1	-3	0.9	2	8	9	0.24	11	1	0.9	1592	6
CCOc1ccc(OCC)c(S(=O)(=O)NCCCN2CCOCC2)c1	x	1	-4	-3	4	x	5	1.1	1	1530	-4

Shown bar-delimited: 11 of the compounds above
structure | S1P3 antagonist | Diaph act CS | PPARg SRC3 recr | PPARg SRC-1 ag | Diaphorase inh | ROMK mod | G6PDH CS | PMI act hi M6P | PMI act | TR-FRET SRC-2 ct | PPARg SRC-2 ag
Cn1nc(C(=O)NCc2ccccc2)c2ccccc2c1=O | -10 | 0.9 | -8 | 17 | 8 | x | 5 | 0.9 | 0.8 | 1787 | 4
CCOc1ccc(Nc2nc(Cc3nnc(SCC(=O)NCc4ccco4)n3CC)cs2)cc1 | -20 | 0.8 | 0 | -1 | 20 | x | -1 | 0.9 | 0.8 | 1735 | 5
O=C1c2ccccc2CCC1C(O)c1ccccn1 (centres undefined) | x | 1 | 3 | -2 | 0 | 0.21 | 3 | 1.1 | 1 | 1433 | 3
COc1ccc(C/C(C)=N/NC(=S)Nc2ccc(C)c(C)c2)cc1 | 5 | 0.9 | 2 | 4 | 8 | x | -16 | 0.9 | 0.9 | 1384 | -5
CC(=O)N/C(=C\c1ccc(F)cc1)C(=O)OC(C)C | -4 | 1 | 5 | 12 | 2 | x | 2 | 1 | 0.9 | 1553 | -3
O=C(/C=C1\NC2(CCCC2)Cc2ccccc21)C(=O)N/N=C/c1ccccc1O | 11 | 0.8 | 1 | 4 | 17 | x | 1 | 1.2 | 1.1 | 1564 | 6
CCOC(=O)CN1N=C(/C=C/c2ccc(C(C)C)cc2)CCC1=O | 6 | 0.8 | 6 | 7 | 16 | x | -2 | 0.9 | 0.9 | 1576 | 3
Fc1ccc(COc2cccc(-c3n[nH]c(=S)o3)c2)cc1 | -5 | 1 | 29* | 62* | -2 | x | 11 | 1.2 | 1.1 | 2886* | 45*
Cc1cnc(SCc2cnc(C)nc2N)nc1 | -10 | 1 | -3 | -4 | 3 | 0.097 | 8 | 1.1 | 0.9 | 1449 | 5
CCN(Cc1ccncc1)Cc1nc(CC2CC2)no1 | -3 | 0.9 | 2 | 8 | 9 | 0.24 | 11 | 1 | 0.9 | 1592 | 6
CCOc1ccc(OCC)c(S(=O)(=O)NCCCN2CCOCC2)c1 | x | 1 | -4 | -3 | 4 | x | 5 | 1.1 | 1 | 1530 | -4

Further entries
SMILES	S1P3 antagonist	Diaph act CS	PPARg SRC3 recr	PPARg SRC-1 ag	Diaphorase inh	ROMK mod	G6PDH CS	PMI act hi M6P	PMI act	TR-FRET SRC-2 ct	PPARg SRC-2 ag
COc1ccc(C(=O)Nn2c(SCC(=O)NCc3ccccc3)nc3ccccc3c2=O)cc1	x	1	7	3	0	0.003	6	1.1	1.2	1601	11
CCOCCCNC(=O)c1cc(Sc2ccc(C)cc2)nc2ccccc12	-8	0.8	1	1	17	-0.098	2	0.9	0.9	1439	-2
Cc1cc2c(ncn2Cc2ccccc2)c(NS(C)(=O)=O)c1C	x	1.1	1	10	-13	x	25	1	1	1705	7
COc1ccsc1C(=O)N1CCN(Cc2ccc3c(c2)OCO3)CC1	x	0.9	5	2	5	-0.56	1	1	1	1552	0
Brc1ccccc1/C=N/Nc1ccccn1	3	0.9	2	1	5	0.11	-7	1	1	1594	1
O=C1CC(c2ccco2)c2ccc3ccccc3c2N1 (centres undefined)	28	0.7	-1	1	29	x	3	0.8	1	1439	-1
CCn1nccc1C(=O)Nc1ccc(Cl)cc1Cl	-4	0.9	4	8	15	x	-11	0.9	0.9	1409	2
